Assay outcomes as filed in PubChem BioAssay.
hcGAS lum = Primary biochemical luminescence assay for human cyclic GMP-AMP synthase inhibitors | recombinant h-cGAS, ATP depletion, Kinase-Glo luminescence | Q8N884 | 290,000 compounds, 0.081% hits | inhibition, % at 12.5 µM;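 further: 0% = vehicle reaction and 100% = reaction without DNA for no activity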
Target sequence (Q8N884 whole entry, looked up): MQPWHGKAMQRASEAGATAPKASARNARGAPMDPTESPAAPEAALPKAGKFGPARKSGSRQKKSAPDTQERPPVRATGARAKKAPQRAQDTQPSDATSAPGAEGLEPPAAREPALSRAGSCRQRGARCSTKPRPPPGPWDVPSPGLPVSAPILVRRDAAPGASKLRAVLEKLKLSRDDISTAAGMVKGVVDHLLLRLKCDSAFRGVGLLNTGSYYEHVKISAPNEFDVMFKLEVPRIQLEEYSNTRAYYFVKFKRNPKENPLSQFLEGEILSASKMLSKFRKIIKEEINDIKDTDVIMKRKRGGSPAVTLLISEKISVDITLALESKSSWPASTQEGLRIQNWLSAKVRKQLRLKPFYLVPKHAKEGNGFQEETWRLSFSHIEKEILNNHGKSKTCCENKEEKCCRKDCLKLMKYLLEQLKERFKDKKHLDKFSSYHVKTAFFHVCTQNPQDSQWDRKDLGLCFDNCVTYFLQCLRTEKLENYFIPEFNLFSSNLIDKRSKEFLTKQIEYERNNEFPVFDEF
mcGAS lum = cyclic GMP-AMP synthase inhibitors, mouse, primary biochemical chemiluminescence; Q8C6L5; recombinant cGAS, Kinase-Glo ATP depletion luminescence; inhibition, % at 12.5 µM; 160,000 compounds, 0.15% hits;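 further: 0% = negative control wells and 100% = reference inhibitor with no enzyme activity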
NPYLR7 agonist = agonists of mosquito NPYLR7 receptor, primary screen, cell-based, Aedes aegypti, calcium fluorescence, mosquito biting behavior. Aedes aegypti neuropeptide Y-like receptor 7 (NPYLR7). HEK293T NPYLR7/Galpha15, GCaMP6s calcium fluorescence. activation, % at 10 µM. 270,000 compounds, 0.15% hits; in the data active means activation above about 40%;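 further: 0% = vehicle and 100% = reference agonist at the receptor; some compounds past the cut are filed as inactive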
Numbers without * were called inactive; · = no result given; & = joins results of further samples. Unless noted, no stated cut-off is given here; in the data, active means inhibition above about 40%; inactive means the rest.

Molecule,hcGAS lum,mcGAS lum,NPYLR7 agonist
Cc1cc(Nc2ccc3c(n2)C(=O)N(CC(=O)NC2CCC(O)CC2)C3)n(C)n1 (stereo not drawn),-4.9,·,5.0
CC1CCCN(S(=O)(=O)c2ccc3c(c2)nc(SCc2cccc(C(=O)O)c2)n3CC2CCCO2)C1 (stereo not drawn),-5.1,-6.6,5.0
COc1ccccc1N1CC(C)Cn2c1nc1c2c(=O)[nH]c(=O)n1C (stereo not drawn),-7.6,·,32.3
CCn1c(=O)c2c(nc3n(-c4cc(C)cc(C)c4)c(C)c(C)n23)n(C)c1=O,-3.4,-8.0,6.2
O=S(=O)(c1cc(C(F)(F)F)ccc1Cl)N1CCC(c2c[nH]c3ccc(F)cc23)CC1,-11.8,-7.0,30.7
COCCNC(=O)C1(C)CCCN(Cc2ccc(-n3ccnc3)cc2)C1 (stereo not drawn),-6.1,·,-0.8
CSc1ccc(Cl)cc1NC(=O)NC1CCCC1O (stereo not drawn),-3.3,·,2.8
O=c1ccnc(SCc2cn3cc(Cl)ccc3n2)[nH]1,-11.6,·,3.5
COCc1noc(CNCC(=O)Nc2cc(C)ccc2F)n1,-2.1,-13.4,-3.6
OCCOc1ccccc1-c1nccn1-c1ccc2c(c1)OCO2,-1.1,-15.1,1.8
CCOC(=O)[C@@H]1CCCC[C@@H]1NC(=O)c1ccc(-n2nc(-c3cccc(C(F)(F)F)c3)cc2N)cc1,-5.2,-4.1,-2.3
C=CCn1c(CNC(=O)c2ccco2)n[nH]c1=S,0.8,-4.9,1.8
Cc1cc(C)cc(OCc2nc(CN(C(=O)C3CCCC3)C(C)C)cs2)c1,-4.4,-6.3,23.5
Cc1nn(-c2ccc(C(F)(F)F)cc2)c(C)c1[C@@H]1C=C[C@@H](NCc2ccc(N(C)C)cc2)C1,-4.7,-8.4,-0.2
CCCCCCOc1ccccc1-c1nc2ccccc2c(=O)n1C1CCN(C(=O)OCC)CC1,-5.2,-5.7,3.8
CCOC(=O)C(=O)N1CCc2c([nH]c3ccc(OC)cc23)C1COCc1ccccc1 (stereo not drawn),-12.5,-7.9,5.0
C1=CC[C@H]2CN(c3nncs3)C[C@H]2C1,-3.3,·,-0.8
Cc1cc2c(cc1Br)N(C(=O)c1cnc3[nH]c(=O)[nH]c(=O)c3c1)CC(C)O2 (stereo not drawn),-5.3,·,-0.7
O=S(=O)(Nc1cc(F)ccc1F)c1cccc(Br)c1,-6.5,·,4.1
COc1ccccc1NC(=O)Nc1ccc(N2CCN(c3ccccc3OC)CC2)c(C(=O)NC(C)C)c1,-9.4,-5.2,1.4
Cc1cc(C)n(CCCC(=O)N2CC[C@@H](c3ccc4c(c3)OCO4)[C@H](O)C2)n1,-1.6,·,-1.2
CCOC(=O)c1nn(-c2ccccc2)c2nc(Nc3ccccc3)cc(=O)n12,-7.9,·,-6.7
COCCC1NC(=O)c2cnc(SCc3ccccn3)nc21 (stereo not drawn),-7.6,·,23.9
CCC(=O)Nc1ccc(N(C)C)c(CN(Cc2ccc(F)cc2)C(=O)COC)c1,-1.0,-8.4,·
COc1ccc2nc(CCn3c(=O)oc4ccccc43)[nH]c(=O)c2c1,-7.0,·,0.1

Full records, quoted from the list. Order of screens: hcGAS lum | mcGAS lum | NPYLR7 agonist
CCn1c(=O)c2c(nc3n(-c4cc(C)cc(C)c4)c(C)c(C)n23)n(C)c1=O as listed: -3.4 | -8.0 | 6.2
C=CCn1c(CNC(=O)c2ccco2)n[nH]c1=S as listed: 0.8 | -4.9 | 1.8
Cc1cc(C)cc(OCc2nc(CN(C(=O)C3CCCC3)C(C)C)cs2)c1 as listed: -4.4 | -6.3 | 23.5

(more compounds)
Molecule,hcGAS lum,mcGAS lum,NPYLR7 agonist
CCOC(=O)C1CCCN(C(=O)c2nn(-c3ccc(Cl)cc3)c(=O)n(Cc3cccc(OC)c3)c2=O)C1 (stereo not drawn),-6.9,-6.2,10.2
CN(Cc1cc2n(n1)CCCNC2)Cc1nccn1Cc1ccccc1,-1.8,·,3.8
Cc1cc(NCCC(C)C)n2nc(C)c(-c3ccccc3)c2n1,-0.5,-5.5,-1.0
O=C(OC(C(=O)NC1CC1)c1ccccc1)c1cc(-c2ccco2)nc2ccccc12 (stereo not drawn),-5.4,-8.0,0.1
O=C1Nc2ccc3cn[nH]c3c2C1=O,-4.9,-3.9,-2.9
O=C(CC(c1ccccc1Cl)c1c[nH]c2ccccc12)NCCc1ccccc1 (stereo not drawn),-9.4,-10.1,3.6
Cc1ccccc1N1CCN(C(=O)CSc2nc(Cl)cc(N3CCN(C(=O)CC(C)(C)C)C(C)C3)n2)CC1 (stereo not drawn),-7.7,-5.7,9.6
CC(C)Cc1noc(C2CCCN(C(=O)c3cc(C4CC4)[nH]n3)C2)n1 (stereo not drawn),-6.8,-11.3,-6.0
COc1ccccc1-c1ccc(C(=O)NCC2(O)CCCNCC2)cc1 (stereo not drawn),-2.7,·,6.1
O=S(=O)(c1ccc(Cl)cc1)N1CCN(c2nccc(-c3cccc(C(F)(F)F)c3)n2)CC1,-9.7,-7.6,4.1
Cc1cccn2c(CN3CCCOCC3)c(C(=O)N3CCOCC3)nc12,-4.1,·,21.4
NC(=O)NN=Cc1ccc(C2C=CCC2)s1 (stereo not drawn),-6.0,·,-3.3
CC1(C(=O)NS(=O)(=O)c2ccc(Cl)cc2)CCN1C(=O)Cc1ccc(Cl)cc1Cl (stereo not drawn),-0.9,-0.8,-2.7
COCC(C)NC(=O)c1cc2ccccc2cc1OC (stereo not drawn),-8.2,·,4.3
CCc1cc(CN(C)CC(=O)NC(C)c2ccc(C)cc2)on1 (stereo not drawn),-1.3,-9.8,26.5
CCCOc1cccc(NC(=O)OC2CCN(C)CC2)c1,-3.1,·,3.1
Cc1ccc(C)c(S(=O)(=O)c2cnc(SCC(=O)Nc3cc(F)ccc3F)[nH]c2=O)c1,-7.0,-3.1,4.1
Cc1oc(-c2ccccc2)nc1CC(=O)N1CC2(CCNCC2)CC1C(=O)O (stereo not drawn),-2.3,-1.6,-0.2
COc1cccc(C(=O)N/N=c2\oc3ccc(OC)cc3cc2-c2nc3ccccc3[nH]2)c1,0.0,·,-4.3
c1ccc2c(c1)nc(N1CCCC1)c1nnnn12,0.0,-2.0,-2.5
O=C(c1cc(Br)ccc1F)N1CCCC1c1ccc[nH]1 (stereo not drawn),1.7,-1.2,3.8
COc1cccc(CCNC(=O)c2cc(N3CCOCC3)nc3ccccc23)c1,0.2,·,-19.7
CSc1cccc(NC(=O)c2ccc(Cl)s2)c1,-6.1,-8.7,-5.2
Cc1cccc(N2CCN(S(=O)(=O)c3ccc4c(c3)OCCO4)CC2)c1,-5.0,·,-5.5
Cc1cc(C)n(C(C)C(=O)N2Cc3cnc(-c4ccccc4)nc3C2)n1 (stereo not drawn),-4.8,·,5.6

The results go on:
Molecule,hcGAS lum,mcGAS lum,NPYLR7 agonist
NS(=O)(=O)c1ccc(CNC(=O)c2cc(C3CC3)n(C3CCS(=O)(=O)C3)n2)cc1 (stereo not drawn),-5.4,-6.9,-1.4
O=C(c1ccc(COc2ccccc2Cl)o1)N1CCOCC1,-1.9,·,2.4
Cn1cc(C(=O)N2CCC(O)(c3ccc(Cl)cc3)CC2)ccc1=O,-0.7,·,0.6
CCOC(=O)CCc1c(C)nc2ncnn2c1N(CCCN(C)C)CCCN(C)C,7.0,3.7,·
O=[N+]([O-])c1c(Sc2nnnn2-c2ccccc2)nc2sccn12,-3.8,·,6.3
CCOC(=O)CC1(NC(=O)C2CCC(=O)N(CCc3ccccc3)C2)CCCCC1 (stereo not drawn),-6.1,·,13.7
O=C(N[C@@H]1CCCCC1NC(=O)C1CCN(C(=O)c2ccccc2Cl)CC1)c1ccc(F)cc1 (stereo partly drawn),-3.9,-6.0,-0.6
COc1cccc(C(=O)NC(C)c2nc3cc(Cl)ccc3c(=O)n2C)c1 (stereo not drawn),3.9,-1.2,-3.7
COc1ccc(CC2CCN(C(=O)Cc3ccccc3)CC2)cc1,-3.7,-5.2,2.0
CC(C)COc1nc(-c2cccc(C(F)(F)F)c2)n(-c2cccc(NC(=O)C(C)C)c2)n1,-2.9,-3.2,-2.4
COc1ccc(NC(=O)CN(C)C(=O)C(NC(=O)c2ccco2)C(C)C)cc1 (stereo not drawn),1.3,-0.2,5.3
COC(=O)NC1CCN(c2ccccc2C(=O)N2CCc3ccccc3C2)CC1,-8.5,-6.1,20.2
CCC(NC)c1cccc(S(=O)(=O)Nc2cnn(C)c2)c1 (stereo not drawn),-5.3,·,2.2
O=C(NCCc1ccccn1)c1cccc(CSc2nc(Cl)cc(N3CCN(c4ccccc4Cl)CC3)n2)c1,-3.0,-5.1,38.2
Cc1ccc(-n2c(=O)[nH]c3c(C(=O)Nc4cccc5ccccc45)cn(C)c3c2=O)cc1,0.1,·,10.5
Fc1ccccc1-c1nnc2ccc(N3CCCCC3)nn12,-8.8,·,2.8
CCCc1ccc(C(=O)N2Cc3nnc(C(=O)NC)n3C(c3ccccc3)C2)cc1 (stereo not drawn),-7.2,·,7.3
COc1ccc(NC(=O)c2nnn(Cc3nc(-c4ccc(Cl)cc4)oc3C)c2C)cc1,-1.9,-2.4,-1.8
COCc1c(Br)c(C)nc(OCC(=O)N/N=C\c2ccc(I)o2)c1C#N,-4.1,-4.0,-13.0
CN1CCN(n2c3c(c(SCC(=O)Nc4ccc([N+](=O)[O-])cc4)nc2=O)CCC3)CC1,-5.9,-8.1,-2.8
C=CCOCC(O)CN(Cc1c(C(C)C)nn(-c2ccccc2)c1Oc1cccc(F)c1)C1CC1 (stereo not drawn),-8.1,-5.7,7.2
CN(Cc1n[nH]c2c1CCCC2)C(=O)c1ccc(OC2CCN(C(=O)C3CC3)CC2)cc1,-3.0,·,3.2
Cc1ccc(S(=O)(=O)N(C)C)cc1NC(=O)Cc1cccs1,-3.4,-6.8,-2.6
CN1CCN(C(=O)/C=C/c2ccccc2C#N)C(c2ccccc2)C1 (stereo not drawn),-1.6,-5.8,6.7
Cc1c(C(=O)NCc2cccs2)sc(=O)n1Cc1ccccc1C(F)(F)F,-5.3,·,12.1

Continued.
Molecule,hcGAS lum,mcGAS lum,NPYLR7 agonist
Cc1ccc(C2CC(c3ccccc3)=NN2C(=O)CN2CCOCC2)cc1 (stereo not drawn),0.5,-2.0,-5.4
CCN(Cc1csc(COc2cccc(C)c2C)n1)C(=O)c1ccccc1F,-2.6,88.2*,24.7
CCCCN(CC(=O)N(CCc1c[nH]c2ccccc12)Cc1ccc(N(C)C)cc1)C(=O)c1cccs1,-10.4,-5.9,·
C1CC2(CCN1)CCC(NCCN1CCOCC1)CC2,0.9,·,22.6
O=C(CCc1ccccc1)N1CCCC(OCc2cccc(C(F)(F)F)c2)C1 (stereo not drawn),-2.8,·,-5.7
Cc1cc(O)c2c(c1)O/C(=C\c1ccccc1Br)C2=O,-7.1,-4.2,3.1
CC(=O)N1CCCC(OCC2=CCCN(Cc3cc(C)on3)C2)C1 (stereo not drawn),-2.1,-2.6,·
COCCN(Cc1c(-c2cccc(C)c2)noc1N1CCCC1)C(=O)c1ccco1,-1.6,-3.5,0.1
CN(c1ccc(CNC(=O)c2nccnc2N)cc1)S(C)(=O)=O,-9.0,·,9.7
O=C(CSc1nnc(CNC(=O)c2ccco2)o1)NCc1ccco1,-7.2,·,8.7
C#CCN(C(=O)CCOC1CCOCC1)C1CCCCC1,-8.3,-15.3,7.0
CC(=O)c1c(C)cc(C)c(CN(C)CC(O)CN2CCOCC2)c1C (stereo not drawn),-11.1,·,0.5
CC(C)c1ccc(N2C(=O)c3ccc(-c4nc5ccccc5c(=O)o4)cc3C2=O)cc1,-7.8,-7.7,1.4
Cc1cn[nH]c1,-4.6&-0.9,-0.5,0.2
COc1cc(-c2ccc(=O)n(CC(N)=O)n2)cc(OC)c1OC,-6.3,·,17.5
O=C(NCCOc1cc(N2CCOCC2)ncn1)Nc1ccccc1,-3.5,·,-0.7
CCOC(=O)C1=C(C)N=c2s/c(=C\c3cccs3)c(=O)n2C1c1ccc2c(c1)OCO2 (stereo not drawn),-0.6,·,-4.0
CN(C)c1nc(N)nc(COc2ccc3cc(Br)ccc3c2)n1,-10.2,·,3.9
C=CCN(C1CCc2ccccc21)S(=O)(=O)/C=C/c1ccccc1 (stereo not drawn),1.4,·,18.2
COc1cccc(CC(=O)Nc2cnc3cnc(-c4ccc(C(C)C)cc4)cn23)c1,-2.1,-3.3,-4.7
C=CCc1c(C)c(C#N)c2nc3ccccc3n2c1NCCN(C)C,-4.7,-0.6,0.0
CNC(=O)[C@@H]1C[C@@H](N)CN1Cc1cnc(C(C)(C)C)nc1,6.4,·,-2.2
